HEK293 tox: qHTS of GLP-1 Receptor Inverse Agonists: Cytotox Screen. HEK293 cAMP-luciferase reporter cells, luminescence, 24 h. Potency, µM (doses to about 38.3 µM), without a hit: at the top dose activity change, negative = inhibition, hits mostly inhibitors. 410,000 compounds, 0.13% hits;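 also: loss of luciferase light is scored as toxicity; potency is read from the fitted curve at half-maximal effect; % is scaled to controls: 0 for no effect and ±100 for the full control effect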
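Quantitative HTS format, 1536 wells, 200 cells/uL seeded. Compounds: 23 nL, 24 h, 37 °C. Detection: luciferase reagent, luminescence at 12 min RT; decreased signal taken as cytotoxic.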
GLP-1R inv ag: qHTS of GLP-1 Receptor Inverse Agonists (Inhibition Mode); AID 624417, 2012; Glucagon-like peptide 1 receptor (Homo sapiens), P43220; HEK293 GLP-1R CRE-luciferase, luminescence, 24 h; GLP-1R form is constitutively active; 410,000 compounds, 1.6% hits; Potency, µM (titrated, usually from 38.3 µM), for inactives: top-dose activity change, negative = inhibition, most hits filed as inhibitors; also: potency is read from the fitted curve at half-maximal effect; % is scaled to controls: 0 for no effect and ±100 for the full control effect; nearly all actives have a fitted effect of over 55% in size
Target sequence (P43220 whole entry, looked up): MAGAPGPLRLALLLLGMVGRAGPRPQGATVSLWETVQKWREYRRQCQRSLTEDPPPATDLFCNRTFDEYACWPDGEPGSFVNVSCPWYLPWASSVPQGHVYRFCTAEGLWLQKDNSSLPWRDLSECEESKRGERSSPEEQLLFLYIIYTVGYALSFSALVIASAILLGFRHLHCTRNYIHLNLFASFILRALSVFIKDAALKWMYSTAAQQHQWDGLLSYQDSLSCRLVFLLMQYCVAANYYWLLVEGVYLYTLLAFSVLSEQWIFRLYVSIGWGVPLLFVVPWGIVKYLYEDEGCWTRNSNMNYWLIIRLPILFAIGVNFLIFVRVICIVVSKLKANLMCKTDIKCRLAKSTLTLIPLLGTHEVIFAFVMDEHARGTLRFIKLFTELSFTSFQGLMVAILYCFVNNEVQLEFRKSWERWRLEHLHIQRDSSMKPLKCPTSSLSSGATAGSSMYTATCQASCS
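Cells are plated, allowed 12 hours at 37 deg C, then treated with compounds for 24 hr before luciferase detection reagent is added and luminescence is read after 12 min at room temperature. The HEK293 line carries constitutively active GLP-1R with a cAMP-responsive reporter.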
pAkt inh: HTS Assay for Inhibitors of Akt Phophorylation: Primary Screen. Neuro2A IGF-stimulated pAkt S473 HTRF, 20 min; active compounds read low. activity change, % for hits at 50 µM. 360,000 compounds, 0.32% hits. AID 651550, 2012; in the data active = activity change below about -80%; inconclusive = mostly about -51% to -80%; also: % is scaled to controls: 0 for no effect and ±100 for the full control effect
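Neuro2A cells (4,500/well, DMEM with 0.5% FBS) were treated with compound at a single 50 µM final concentration, stimulated with 6 nM IGF for 20 min at 37 °C, and lysed. Phospho-Akt Ser473 was read by HTRF as 665/615 ratio ×10^4.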
PTHR1 ag: qHTS for PTHR1 Agonists: Primary Screen | Parathyroid hormone/parathyroid hormone-related peptide receptor (Homo sapiens), Q03431 | HEK293 GP2 PTHR1 cells, GloSensor cAMP luminescence, 1 h | Potency, µM (highest dose often 115 µM), inactives show at the highest dose activation, hits mostly activators | 410,000 compounds, 0.075% hits | AID 743266, 2014; also: potency is read from the fitted curve at half-maximal effect; nearly all actives have a fitted effect of over 55% in size; some results filed as inactive show a strong effect at the top dose; inactives centre near -15; many of its hits are not listed in these tables
Target sequence (Q03431 whole entry, looked up): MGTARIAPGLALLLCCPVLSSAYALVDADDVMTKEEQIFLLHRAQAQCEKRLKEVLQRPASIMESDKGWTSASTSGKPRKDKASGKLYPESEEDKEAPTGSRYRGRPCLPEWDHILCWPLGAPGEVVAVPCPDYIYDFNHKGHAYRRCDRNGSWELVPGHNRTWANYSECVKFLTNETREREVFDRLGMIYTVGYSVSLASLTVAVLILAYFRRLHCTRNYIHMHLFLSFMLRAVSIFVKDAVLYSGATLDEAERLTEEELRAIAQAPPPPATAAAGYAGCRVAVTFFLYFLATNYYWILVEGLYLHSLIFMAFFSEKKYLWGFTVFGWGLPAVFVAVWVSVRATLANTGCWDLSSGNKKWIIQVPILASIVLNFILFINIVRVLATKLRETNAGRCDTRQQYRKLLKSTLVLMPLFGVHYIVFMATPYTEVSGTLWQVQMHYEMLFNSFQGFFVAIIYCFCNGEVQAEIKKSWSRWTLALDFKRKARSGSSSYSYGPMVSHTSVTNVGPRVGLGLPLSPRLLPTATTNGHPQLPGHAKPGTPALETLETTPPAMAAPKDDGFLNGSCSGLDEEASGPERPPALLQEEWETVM
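HEK-293-derived GP2 cells expressing PTHR1 and a GloSensor cAMP reporter, 3,000/well, plated overnight, given luciferin plus IBMX (each 0.5 mM as added) for 1 h at 37 °C, then compound for 1 h at 37 °C. Luminescence was read after 15 min at room temperature.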
aSyn yeast inh: qHTS of alpha-syn Inhibitors; Yeast expressing alpha-synuclein, growth rescue, BacTiter-Glo, 24 h; Potency, µM (highest dose often 46.1 µM), without a hit: top-dose growth rescue (activation), actives largely listed as activators; 370,000 compounds, 0.14% hits; AID 652106, 2013; also: potency is read from the fitted curve at half-maximal effect; % of control where 0% means no effect; nearly all actives have a fitted effect of over 65% in size
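Screening used galactose-induced yeast with toxic alpha-synuclein levels, exposed to compound for 24 hr at 30 deg C. Cell growth, read with BacTiter-Glo luminescence, gave the measured signal.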
Abeta rescue: qHTS for compounds that reverse cellular toxicity of Amyloid beta (A-beta) peptide in yeast: Primary Screen; Potency, µM (series often up to 46.1 µM), for the others: at the top dose growth rescue, actives largely listed as activators; AID 1347071, 2019; yeast expressing A-beta42, growth rescue, OD600, 48 h; response scale: 0% DMSO, 100% iron-clioquinol control; 410,000 compounds, 0.063% hits; also: potency is read from the fitted curve at half-maximal effect; nearly all actives have a fitted effect of over 55% in size
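Yeast A-beta toxicity model in growth medium with pinned compounds, 48 h at 30 C; growth read as absorbance at 600 nm. Normalized to FeCl3/clioquinol equimolar mix (positive) and DMSO (negative).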
MmCpn inh: Inhibitors of TCP-1 ring complex (TRiC) of Methanococcus maripaludis (MmCpn): qHTS; Chaperonin Mm-Cpn (Methanococcus maripaludis); purified Mm-Cpn ATPase, ADP Transcreener TR-FRET; Potency, µM (titrated, usually from 76.9 µM), for the others: at the top dose activity, negative = inhibition, usual class: inhibitors; 330,000 compounds, 0.031% hits; also: potency is read from the fitted curve at half-maximal effect; % is scaled to controls: 0 for no effect and ±100 for the full control effect; nearly all actives have a fitted effect of over 80% in size
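Purified archaeal Mm-CPN (25nM final) preincubated 10 min at 37degC with compound, then 10uM ATP for 30 min at 37degC; ADP measured by HTRF Transcreener TR-FRET; buffer 30 mM TRIS pH 7.4, 100mM KCl, 5mM MgCl2, 1mM DTT.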
FUS suppressor: qHTS for Suppressors of FUS Proteinopathy: Primary screen using FUS-linked yeast assay | S. cerevisiae FUS-expressing, growth rescue, OD600, 24 h | Potency, µM (series often up to 76.6 µM), without a hit: at the highest dose growth rescue (activation), hits mostly activators | 390,000 compounds, 0.24% hits | AID 1347120, 2019;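 also: potency is read from the fitted curve at half-maximal effect; plate controls were DMSO vehicle for no effect and reference control for full effect; nearly all actives have a fitted effect of over 55% in size; some results filed as inactive show a strong effect at the top dose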
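Compound concentration series was pinned onto galactose-induced FUS-expressing yeast seeded at OD 0.005. Plates sat 24hr at 30C; absorbance at 600 nm gave growth. DMSO served as background control.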
TDP-43 yeast inh: qHTS of TDP-43 Inhibitors; TDP-43 expressing yeast growth rescue, BacTiter-Glo, 24 h; Potency, µM (doses to about 46.1 µM), for inactives: top-dose growth rescue (activation), actives largely listed as activators; 410,000 compounds, 1.8% hits; also: potency is read from the fitted curve at half-maximal effect; % of control where 0% means no effect; nearly all actives have a fitted effect of over 50% in size
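Yeast cells expressing TDP-43 under galactose induction are exposed to compounds for 24 hr at 30 deg C. BacTiter-Glo luminescence measures growth, so protective compounds score as activators.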
* = called active by the depositor; i = inactive; u = inconclusive; x = no result given; [ ] = remark or other dose. Unless noted, calls follow the shape of the dose curve; as a rule, active = well fitted curve in the direction sought with a large enough effect; inconclusive = small, poorly fitted or top-dose-only effect, or another doubt; inactive = no such curve, though single readings can be large; an effect the other way counts as inactive or inconclusive. These rows are one share of the data; rates above refer to the full screens.

SMILES	HEK293 tox	GLP-1R inv ag	pAkt inh	PTHR1 ag	aSyn yeast inh	Abeta rescue	MmCpn inh	FUS suppressor	TDP-43 yeast inh
COc1ccc(NC(=O)Cn2c([N+](=O)[O-])cnc2C)c(OC)c1	-3%	-2%	i	-6%	-2%	-9%	x	-12%	3%
COc1ccc(-c2noc(-c3ccc(Br)o3)n2)cc1	20%	7%	i	-18%	-9%	-12%	-1%	12%	0%
FC(F)Oc1ccc(/C=N/n2c(Cc3ccc(Br)cc3)n[nH]c2=S)cc1	8%	-13%	i	i	13%	u	0%	-2%	1%
CC(C)C(Cl)=NOC(=O)Nc1ccc(F)cc1	u	u	i	-15%	-9%	0%	x	x	13µM*
Cn1c(CCNC(=O)c2ccccc2F)nnc1SCC(=O)Nc1ccccc1F	-2%	-2%	i	i	-2%	-5%	0%	7%	x
O=C1CCCc2sccc2N1	-16%	5%	i	-11%[57.5 µM]	2%	8%	1%	-8%	-9%
O=C(NC(=S)Nc1ccc(CN2CCOCC2)cc1)c1ccc2c(c1)OCCO2	u	-22%	i	-25%	-2%	9%	-1%	6%	13%
O=C(CSc1nccn1-c1ccccc1)NCc1ccc(F)cc1	0%[7.66 µM]	22%[7.66 µM]	i	i	9%	0%	0%	-7%	17%
CCn1cc([N+](=O)[O-])c(C(=O)Nc2ccn(C34CC5CC(CC(C5)C3)C4)n2)n1	-5%	-1%	i	i	-3%	-2%	-2%	x	18%
COc1ccc(C(=O)Nc2nc(N3C(=O)c4ccccc4C3=O)n(-c3ccccc3)n2)cc1	-7%	5%	i	-1%[57.5 µM]	0%	0%	3%	7%	0%
CCOc1ccccc1NC(=O)c1ccc(S(=O)(=O)N2CCCCC2)cc1	0%	u	i	i	11%	3%	4%	22%	10%
CCc1nc2ccc(C(=O)N3CCN(C(=O)c4ccco4)CC3)cn2c1N(C)Cc1nccs1	-10%	22%	i	i	-5%	-20%	x	-17%	-5%
C=CC[C@@H](CC(=O)N(CCO)Cc1ccccc1)C(=O)N[C@@H](COC(=O)[C@H](CC=C)CC(=O)OC(C)(C)C)Cc1c[nH]c2ccccc12	7%	u	i	i	-4%	8%	-2%	u	15%
Cc1sc2c(c1C)c(=O)n(-c1cccc(C(F)(F)F)c1)c(=O)n2Cc1ccc(F)cc1	22%	6%	x	26%	x	-25%	x	-6%	-11%
O=C(O)CCc1nc2ccccc2n(CCc2ccccc2)c1=O	-11%	-7%	i	-12%[57.5 µM]	-7%	4%	-2%	11%	4%
COc1ccc(/C=N/Nc2nc3ccccc3c(=O)[nH]2)cc1	14%	13%	i	i	-2%	6%	-2%	x	1%
Nc1oc2ccccc2c(=O)c1C=O	-4%	5%	i	i	4%	-6%	3%	x	6%
CCCCCCn1c(SCC(=O)c2ccccc2)nc2c1c(=O)[nH]c(=O)n2C	-5%	-2%	i	i	1%	5%	-5%	-21%	1%
CCOC(=O)CCNC(C)C1COc2ccccc2O1 (stereo not given)	22%	18%	i	-1%	-1%	-10%	-6%	-20%	1%
CCn1c(SCC(=O)N2CCCCCC2)nc2ccccc2c1=O	-2%	u	i	-30%[inhibitor]	-3%	0%	0%	30%	4%
CSc1ccccc1OCc1cc(C(=O)N[C@H]2CCCCNC2=O)no1	-3%	-8%	i	-37%[inhibitor]	7%	8%	1%	23%	16%
COc1ccc(C(=O)NC(=S)Nc2ccc(CN3CCOCC3)cc2)cc1Br	u	13µM*	x	-38%	1%	-4%	-6%	0%	17%
CCOC(=O)C1=C(C)OC(N)=C(C#N)C1c1cc2cc(C)ccc2nc1N1CCCCC1 (stereo not given)	-19%	u	i	i	4%	-8%	-26%	15%	17%
CCc1ccc([C@H]2[C@@H]3C(=O)C[C@@H]4C(=O)N(c5ccccc5)C(=O)[C@@H]4[C@@H]3CN2S(=O)(=O)c2ccc(C)cc2)cc1	-1%	32%[activator]	i	-3%	7%	1%	x	26%	6%
Cc1cc(C)cc(NC(=S)NCCCO)c1	-7%	13%	i	i	-2%	12%	-1%	x	14%
SMILES	HEK293 tox	GLP-1R inv ag	pAkt inh	PTHR1 ag	aSyn yeast inh	Abeta rescue	MmCpn inh	FUS suppressor	TDP-43 yeast inh
O=C(CSc1nc2ccccc2c(=O)[nH]1)Nc1ccccc1N1CCOCC1	4%	-5%	i	i	-6%	-9%	1%	15%	-15%[9.22 µM]
COc1ccccc1Nc1nc2ccccc2n2cnnc12	-15%	51%[activator]	i	i	1%	-11%	2%	13%	u
Fc1ccc(-c2cnn3c(-c4cccs4)ccnc23)cc1	16%	-13%	i	-30%	2%	-8%	3%	6%	-22%
COc1ccc(-c2sc3cc4c(cc3c2-c2ccc3c(c2)OCCO3)OCO4)cc1	4%	3%	i	i	-7%	5%	-3%	-13%	23%
O=C(CN1CCOCC1)Nc1cccc(C(=O)Nc2cccc(C(F)(F)F)c2)c1	u	-23%	i	-24%	1%	0%	-1%	-11%	-1%
COCCN1CCN(C(=O)C2CCC(=O)N(CCc3ccccc3)C2)CC1 (stereo not given)	-2%	-2%	i	-25%	-4%	-12%	0%	x	13%
O=[N+]([O-])c1cccc(/C=N/N=C\c2ccccc2)c1	10%	22%	i	i	-5%	2%	0%	-5%	-7%
CCCCC(=O)N1C/C=C\C(c2ccc(OC)cc2)N(Cc2ccc(F)cc2)C(=O)[C@H]1Cc1ccccc1 (stereo not given in full)	-8%	u	i	-3%	-10%	2%	1%	u	10%
Cc1ccc(CNC(=O)c2ccc(S(=O)(=O)N3CCCC3)cc2)cc1	7%	-12%	i	i	-4%	-1%	x	-31%	12%
O=C1N[C@@H](Cc2ccccc2)COC(=O)[C@@H](Cc2ccc(F)cc2)CC/C=C/C[C@@H]1CC(=O)N(CCO)Cc1ccccc1	-22%	u	i	7%	1%	-4%	1%	u	1%
CC1Cc2cc(S(=O)(=O)N3CCC(C(=O)N4CCN(c5ccccc5F)CC4)CC3)ccc2N1C(=O)C1CC1 (stereo not given)	-1%	u	i	-19%	2%	-10%	0%	u	-8%
CCc1ccc(NC(=O)C(=O)N/N=C(\C)CC(=O)NCCOC)cc1	-10%	11%	i	i	-1%	0%	3%	4%	-6%[0.397 µM]
COc1ccc(-c2[nH]c(-c3ccc(Cl)cc3)nc2SCC(=O)NCC2CCCO2)cc1 (stereo not given)	2%	u	x	-7%	x	-22%	x	-16%	24%
O=C(O)c1cccc(N/N=C/c2cccs2)c1	-11%	u	i	-19%	-14%	1%	-3%	x	7%
O=C(N/N=C/C1CC2CCC1C2)C1CC1 (stereo not given)	0%	2%	i	i	-9%	10%	2%	-9%	11%
Cc1cccc(OCC(=O)Nc2cccc(C(=O)Nc3ccccc3C(=O)O)c2)c1	9%	17%	i	-35%[inhibitor]	11%	31%	-1%	5%	-36%[inhibitor]
CCc1cccc(NC(=O)Cn2c(=O)n(CCCCCC(=O)NCc3ccc(F)cc3)c(=O)c3sccc32)c1	2%	7%	x	i	x	-13%	x	41%	-10%

9 entries from above, in markdown:
| compound | HEK293 tox | GLP-1R inv ag | pAkt inh | PTHR1 ag | aSyn yeast inh | Abeta rescue | MmCpn inh | FUS suppressor | TDP-43 yeast inh |
| --- | --- | --- | --- | --- | --- | --- | --- | --- | --- |
| COc1ccc(NC(=O)Cn2c([N+](=O)[O-])cnc2C)c(OC)c1 | -3% | -2% | i | -6% | -2% | -9% | x | -12% | 3% |
| COc1ccc(-c2noc(-c3ccc(Br)o3)n2)cc1 | 20% | 7% | i | -18% | -9% | -12% | -1% | 12% | 0% |
| FC(F)Oc1ccc(/C=N/n2c(Cc3ccc(Br)cc3)n[nH]c2=S)cc1 | 8% | -13% | i | i | 13% | u | 0% | -2% | 1% |
| CC(C)C(Cl)=NOC(=O)Nc1ccc(F)cc1 | u | u | i | -15% | -9% | 0% | x | x | 13µM* |
| Cn1c(CCNC(=O)c2ccccc2F)nnc1SCC(=O)Nc1ccccc1F | -2% | -2% | i | i | -2% | -5% | 0% | 7% | x |
| O=C1CCCc2sccc2N1 | -16% | 5% | i | -11%[57.5 µM] | 2% | 8% | 1% | -8% | -9% |
| O=C(NC(=S)Nc1ccc(CN2CCOCC2)cc1)c1ccc2c(c1)OCCO2 | u | -22% | i | -25% | -2% | 9% | -1% | 6% | 13% |
| O=C(CSc1nccn1-c1ccccc1)NCc1ccc(F)cc1 | 0%[7.66 µM] | 22%[7.66 µM] | i | i | 9% | 0% | 0% | -7% | 17% |
| CCn1cc([N+](=O)[O-])c(C(=O)Nc2ccn(C34CC5CC(CC(C5)C3)C4)n2)n1 | -5% | -1% | i | i | -3% | -2% | -2% | x | 18% |

Compound activity: PubChem BioAssay, National Center for Advancing Translational Sciences (NCATS)
